# From PubChem
# mcGAS inh = inhibitors of mouse cGAS; Q8C6L5; recombinant cGAS, Kinase-Glo ATP depletion luminescence; inhibition, % at 12.5 µM; hit rate 0.15% among 160,000; AID 1259399;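 further: 0% = negative control wells and 100% = reference inhibitor with no enzyme activity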
# NPYLR7 ag = activates Aedes aegypti NPYLR7 receptor | AID 1259423 | HEK293T NPYLR7/Galpha15, GCaMP6s calcium fluorescence | hit rate 0.15% among 270,000 | activation, % at 10 µM; in the data active means activation above about 40%;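 further: 0% = vehicle and 100% = reference agonist at the receptor; some compounds past the cut are filed as inactive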
# hcGAS inh = inhibitors of human cGAS | Q8N884 | hit rate 0.081% among 290,000 | inhibition, % at 12.5 µM | recombinant h-cGAS, ATP depletion, Kinase-Glo luminescence;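 further: 0% = vehicle reaction and 100% = reaction without DNA for no activity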
# Target sequence (Q8N884 whole entry, looked up): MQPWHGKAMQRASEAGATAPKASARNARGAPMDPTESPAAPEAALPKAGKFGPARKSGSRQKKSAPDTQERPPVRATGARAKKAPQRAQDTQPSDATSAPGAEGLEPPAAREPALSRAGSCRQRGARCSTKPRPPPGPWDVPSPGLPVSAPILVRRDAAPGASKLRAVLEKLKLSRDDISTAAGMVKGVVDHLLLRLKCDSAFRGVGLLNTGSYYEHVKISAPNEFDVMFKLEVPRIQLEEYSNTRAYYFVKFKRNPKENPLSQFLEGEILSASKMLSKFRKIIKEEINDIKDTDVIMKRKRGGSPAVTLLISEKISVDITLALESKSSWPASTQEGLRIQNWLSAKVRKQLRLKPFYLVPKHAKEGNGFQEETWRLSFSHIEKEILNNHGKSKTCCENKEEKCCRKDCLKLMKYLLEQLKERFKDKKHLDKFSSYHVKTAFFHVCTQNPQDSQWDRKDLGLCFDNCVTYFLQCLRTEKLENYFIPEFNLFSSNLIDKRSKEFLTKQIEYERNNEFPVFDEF
# The depositor's hits bear a star; · = not tested or not shown. Unless noted, no stated cut-off is given here; in the data, active means inhibition above about 40%; inactive means the rest. Outcome played no part in choosing rows (roughly 0.27% active in at least one column).
structure,NPYLR7 ag,mcGAS inh,hcGAS inh
CCC1SC(N2CCCCCC2)=NN=C1c1ccccc1 (stereo not given),0,·,-6
C/C(Cn1nnc([N+](=O)[O-])n1)=N/NC(=O)c1ccc(Cl)c(Cl)c1,-6,-6,-6
COc1ccc(-c2cc(C(=O)N(C)CCc3ccc(OC)c(OC)c3)c(C)n2-c2ccccc2)cc1,18,-6,-7
O=C1CCCN1C1CCCN(CCn2cncn2)C1 (stereo not given),-1,·,-6
CC1CCCN(S(=O)(=O)c2ccc3c(c2)nc(SCc2ccccc2Cl)n3C2CCCC2)C1 (stereo not given),19,-3,-6
CCCc1ccc(CN2CC[C@H](CO)[C@@H](O)C2)o1,8,·,-8
C=CCn1c(O)c(N=NC(=O)c2ccc(N)cc2)c2ccccc21,-1,-6,-3
CCOC(=O)c1cc(-c2ccc(N3CCN(C(=O)c4ccco4)CC3)cc2)n(-c2ccccc2OC)n1,21,-4,-1
Cn1nc(-c2nnc(-c3cccc(Cl)c3)o2)c2ccccc2c1=O,1,·,-4
Cc1nn(Cc2ccc(F)cc2)c2n[nH]c(N)c12,-4,·,-10
CCc1nc(C)ccc1OCC(=O)N1CCC2(CCCO2)CC1,6,-12,-6
Cc1[nH]cnc1-c1nccn1Cc1cccnc1,0,·,-3
COCCCNC(=O)c1cc(-c2ccc(F)cc2)n(-c2cccc(C)c2)c1C,21,-5,-9
COc1ccc(NS(=O)(=O)c2ccc(I)cc2)cc1N1CCN(C)CC1,-11,·,-2
CCN1CC2(CCN(CC(C)(C)CN3CCOCC3)CC2)OC1=O,·,-3,-6
CCc1ccc(CSc2nc3cc(S(=O)(=O)N4CCCC(C)C4)ccc3n2C2CCCC2)cc1 (stereo not given),2,-2,0
Cc1c(N2CCOCC2)c(C)n(Cc2cccc(C(F)(F)F)c2)c1C(=O)Nc1cccc(F)c1,0,-3,-5
Cc1cc(C2CCC2)nc(N2CCc3nnc(C)n3CC2)n1,2,·,-2
CCc1nnc(NC(=O)c2cc(OC)ccc2Br)s1,3,·,-3
CCc1c(C)nc(N)nc1N[C@H]1CN(C(C)C)C[C@@H]1O,·,-3,0
CN(C)C1CCN(C(=O)C23CC4CC(CC(Cl)(C4)C2)C3)CC1,0,-17,-7
CC(c1cccs1)N(C)CCS(=O)(=O)c1ccc(Br)cc1 (stereo not given),-1,·,4
Cc1ccc(C)c2c(N=NC(=O)c3cc4ccccc4cc3O)c(O)[nH]c12,-3,-3,0
CC1CC1c1ccc(/C=C/C(=O)N2CCN(Cc3ccccc3)CC2)o1 (stereo not given),8,·,-7
CC(C)=CCCC(C)CN1CCC(n2cc(C(C)(C)O)nn2)CC1 (stereo not given),6,-8,-6
O=C(CNC(=O)c1ccccn1)N=Nc1c(O)n(CCc2ccccc2)c2ccccc12,3,-6,-3
COc1ccc(C(=O)N(Cc2cc(NC(=O)C3CCC3)ccc2N(C)C)C2CCCCC2)cc1,19,-4,-10
Cc1c(NCC(=O)N(c2ccccc2)C2CCS(=O)(=O)C2)cccc1[N+](=O)[O-] (stereo not given),-2,-5,-4
CN(C(=O)C(C#N)C(=O)CCc1ccsc1)C1CCCCC1 (stereo not given),1,-14,-3
COc1cc(CN2CCC(n3cc(CC(C)C)nn3)CC2)ccc1F,6,-1,-2
C=Cc1cc(OC)c(OCc2ccc(Br)cc2F)c(OC)c1,7,-15,-6
CCOc1ccc(-c2cc3c(=O)n(CC(=O)Nc4ccccc4CC)ccn3n2)cc1,7,-11,-4
COc1ccc(C(=O)N2CCN(c3c4c(nc5ncnn35)CCCC4)CC2)c(OC)c1,·,-5,-1
CC1CCN(C(=O)C(C)NC(=O)c2ccccc2Cl)CC1 (stereo not given),0,·,-16
COc1cc2c(cc1OC)C(CNS(=O)(=O)c1ccc(C)cc1)N(C(=O)Nc1ccc(Cl)cc1)CC2 (stereo not given),·,-7,-3
CN1CC(C(=O)OCc2cc(Br)ccc2OC(F)F)CC1=O (stereo not given),5,·,-7
N#CC(c1ccccn1)c1ccnc(N2CCC(O)(c3ccc(Cl)cc3)CC2)n1 (stereo not given),3,-4,3
CCN(CC)C(=O)c1ccc(C2CCCN2C(=O)CCc2ccco2)s1 (stereo not given),19,·,-4
Cc1nc(SCc2cc(=O)n3cc(Br)ccc3n2)n(C2CCCCC2)c1C,-2,-3,-2
COc1cccc2c1OCC(CN(C)Cc1cnn(C)c1C)=C2,1,-3,5

# Part of the list above, as labelled records.
> N#CC(c1ccccn1)c1ccnc(N2CCC(O)(c3ccc(Cl)cc3)CC2)n1 (stereo not given)
- NPYLR7 ag: 3
- mcGAS inh: -4
- hcGAS inh: 3
> COc1ccc(C(=O)N2CCN(c3c4c(nc5ncnn35)CCCC4)CC2)c(OC)c1
- NPYLR7 ag: ·
- mcGAS inh: -5
- hcGAS inh: -1

# Additional compounds follow:
structure,NPYLR7 ag,mcGAS inh,hcGAS inh
Cc1cccn2c(=O)c3cc(C(=O)N(C)CCC#N)n(C)c3nc12,7,·,-5
CCCCN(C)C(=O)c1sc(=O)n(CC(=O)c2ccc(Cl)cc2)c1C,-10,·,-2
c1cc2c(cc1OCC1CCN(Cc3cc4n(n3)CCNC4)CC1)CCC2,5,·,-1
CCOCCn1c(SCC(C)=O)nc2c1c(=O)[nH]c(=O)n2C,-8,-3,3
O=C(NC1CCCC1)C1(O)Cc2ccccc2C1,1,·,-5
Cc1nc2nc(N)nn2c(C)c1CC(=O)NC1CCC(C)CC1 (stereo not given),13,·,-2
COc1ccccc1C1(CC(=O)N2CCN(Cc3cccc(F)c3)CC2)CC(=O)N(C)C1=O (stereo not given),5,·,-8
Cc1oc(-c2ccc(F)cc2F)nc1CN(C)C1CCOC1 (stereo not given),6,·,-3
COc1ccc(C(=O)NC2CCC(NC(=O)[C@H]3CCCN3C(=O)c3cccc(F)c3)CC2)cc1 (stereo not given in full),2,-5,-6
CCc1cc(=O)n(CC(=O)Nc2ccccc2OC)c(-n2nc(C)cc2C)n1,5,-7,-5
COc1ccc2cc(CN3CCN(Cc4ccncc4)CC3)c(=O)[nH]c2c1,23,·,-4
C=CCOc1cccc(C(=O)N2CCCC(C(=O)c3ccccc3OC)C2)c1 (stereo not given),2,-1,2
c1ccc(Cc2nc(-c3cn4ccsc4n3)n[nH]2)cc1,14,·,-4
Cc1cc2cc(C(=O)NCCSCc3nc[nH]c3C)ccc2o1,3,-6,-5
CCc1ccc(/C=N\Nc2ncnc3nc[nH]c23)cc1,-1,·,-9
CCc1sc(C(=O)NCc2n[nH]c(C)n2)cc1C,-7,·,-12
CCCCN(C)S(=O)(=O)c1ccc(C(=O)N=c2sc(C(=O)OCC)c(C)n2C)cc1,0,·,-10
O=C(NCCS(=O)(=O)N1CCCC1)c1ccccc1C1CCNC1 (stereo not given),1,-8,-8
CN(CC(=O)NC1CCCC1)Cc1ccc(Cl)s1,7,·,-5
Cc1oc(-c2ccccc2Cl)nc1CN(C)Cc1ccccc1,1,-13,1
CCc1nnc(CNC(=O)C2CC(=O)N(CC(C)C)C2)s1 (stereo not given),8,-14,-1
CCN=c1scc(-c2ccc(Br)s2)n1N=C1CCCCC1,2,-3,-4
C=CCCC(=O)N1CCC(c2nc(-c3ccccc3F)no2)CC1,2,-4,-2
O=C(Cc1ccc(F)cc1)Nc1c(-c2ccc(Cl)cc2)nc2ccccn12,-9,-7,-7
COc1ccc(C=Nn2cnc3sc4c(c3c2=O)CCCC4)cc1,-1,-6,-6
COC(=O)c1ccc2c(=O)n(CC(c3ccco3)N(C)C)c(=O)[nH]c2c1 (stereo not given),7,·,-1
Fc1ccccc1N1CCN(C2CCCN(Cc3ccc4c(c3)CCO4)C2)CC1 (stereo not given),12,-8,-7
COc1ccc(CCNC(=O)CSc2ccc(NC(=O)c3ccccc3)nn2)cc1,4,-8,-3
O=C(O)c1ccc(CSc2nc(Cl)cc(N3CCN(c4ccccc4Cl)CC3)n2)cc1,-7,-4,-3
COc1nc2cn(C3CCCC3)c(O)c2cc1CNC1CCCC(C)(C)C1 (stereo not given),·,-2,-3
c1ccc2c(c1)ncn2CN1CCCCC1,11,·,-14
O=C(CCC1CCCC1)N1CCCN(c2nc3ccccc3nc2-c2ccccc2)CC1,4,-7,-6
CCC(=O)N(c1nnc(SCC(=O)c2ccc(CC(N)=O)s2)s1)C1CC1,-1,·,4
Cc1cccc(-c2nc3c(NCc4cccc(N(C)C)c4)nccc3[nH]2)c1,-6,-6,-2
O=C(NCC1CCOC1)c1cnn(-c2ccc(Br)cc2)c1 (stereo not given),9,·,-9
CCN(CC)c1ccc(C(=O)NNC(=O)C2CCN(C(C)=O)CC2)cc1,0,-5,-3
Cc1cc(Cl)ccc1N=Cc1nc(-c2ccccc2)oc1O,-5,-4,-1
CCOC(=O)Nc1cc(C)nn1-c1nc(-c2ccccc2)cs1,-6,-11,-5
O=C(Nc1cccc(Br)c1)Nc1ccc(N2CCCC2)c(C(=O)NC2CC2)c1,0,-3,-3
COc1ccccc1CCNC(=O)c1ccccc1N1CCC(NC(=O)C2CCC2)CC1,1,·,-9
CCC(CO)NCc1cc(C)n(-c2cccc3ccccc23)c1C (stereo not given),7,-13,-3
CN1CC[C@@]2(C1)[C@H](O)CN(c1ccccc1)S2(=O)=O,7,-8,3
Cc1cc(CC(C)NC(=O)/C=C/c2ccccc2)n[nH]1 (stereo not given),-8,·,-1
O=P(c1ccccc1)(c1ccccc1)C(O)c1cccnc1 (stereo not given),-2,·,-6
Cc1cc2nc(-c3ccccc3)c(N3CCCN(C(=O)COc4ccc(Cl)cc4)CC3)nc2cc1C,·,-8,-10
O=C1CC(N(C(=O)Cc2csc(-c3ccccc3)n2)C2CC2)C(=O)N1 (stereo not given),15,-18,-6
C[C@H](NC(=O)Nc1ncn[nH]1)c1ccccc1,-5,2,1
Cc1cc(C(=O)CSc2ncnc3sccc23)c(C)n1CC1COc2ccccc2O1 (stereo not given),-10,-1,-3

# Another view of 4 compounds above.
> O=C(CCC1CCCC1)N1CCCN(c2nc3ccccc3nc2-c2ccccc2)CC1
  NPYLR7 ag = 4 | mcGAS inh = -7 | hcGAS inh = -6
> CCC(=O)N(c1nnc(SCC(=O)c2ccc(CC(N)=O)s2)s1)C1CC1
  NPYLR7 ag = -1 | mcGAS inh = · | hcGAS inh = 4
> Cc1cccc(-c2nc3c(NCc4cccc(N(C)C)c4)nccc3[nH]2)c1
  NPYLR7 ag = -6 | mcGAS inh = -6 | hcGAS inh = -2
> O=C(NCC1CCOC1)c1cnn(-c2ccc(Br)cc2)c1 (stereo not given)
  NPYLR7 ag = 9 | mcGAS inh = · | hcGAS inh = -9

# Next entries.
structure,NPYLR7 ag,mcGAS inh,hcGAS inh
Nc1cc(-c2ccc(Cl)c(Cl)c2)nn1-c1ccc(C(=O)N2CCC(n3c(=O)[nH]c4ccccc43)CC2)cc1,0,0,-2
Cc1ccccc1C1CC(c2ccc(F)cc2)=NN1C(=O)CN(C)C1CCN(C)CC1 (stereo not given),-7,-3,-2
CCCN(CCC(=O)N1CCCC1)c1nc(-c2cccc(Br)c2)nc2ccccc12,-2,-9,-5
O=C(Nc1cccc(Cl)c1)C(C1CCCC1)N1CCN(C(=O)OCc2ccccc2)CC1 (stereo not given),3,-3,-3
CCOC(=O)CSc1nnc(N)s1,-5,·,-5
N#CSc1ccc(NS(=O)(=O)c2ccc(Cl)cc2)c(Cl)c1,-7,·,-4
Cc1ccc2nc(NC(=O)CSc3nc(C)cc(=O)[nH]3)sc2c1,-17,0,-6
CCn1c(=O)[nH]c2sc3c(c2c1=O)CCN(C(=O)COCc1ccccc1)C3,·,-8,-11
CC(C)COC(=NCc1ccccc1)NC(=O)c1ccc2c(c1)OCO2,-6,-4,-4
COCC(=O)N1CCCN(C(=O)CC2C=CCC2)CC1 (stereo not given),4,·,-3
CCCc1sc(C(=O)NC2CCS(=O)(=O)C2)cc1CC (stereo not given),0,·,-16
COC(=O)C(c1ccccc1Cl)N1CCOC(c2ccc(Cl)cc2)C1 (stereo not given),11,·,-12
CCc1ccc(S(=O)(=O)NCC2(c3ccccc3)CCOCC2)s1,4,·,-11
CCN(C)CC1CCN(c2nc3c(Cl)c(C)nn3c3ccccc23)C1 (stereo not given),3,·,1
Cc1c(C(=O)NC(C)c2ccccc2)cnn1-c1cc(-c2nc(C(C)(C)C)no2)ccn1 (stereo not given),-6,·,5
CCOc1ccccc1-n1nnc(C(=O)N(C)C2CCS(=O)(=O)C2)c1C (stereo not given),2,-6,-4
O=C(N=Nc1c(O)[nH]c2ccccc12)c1ccco1,3,-9,-8
Cc1csc(SCc2cc(=O)c(OC(=O)c3cccc4ccccc34)co2)n1,-4,-6,-7
CNc1cc(C)nc(N2[C@@H]3CC[C@H]2CN(C)C(=O)C3)n1,4,-9,-2
C#CCOCC(O)CN(CCOC)Cc1ccc(F)cc1 (stereo not given),29,-6,-5
